BRCT PPI red: disrupts BRCA1 BRCT binding to phosphoprotein, red fluorophore readout | P38398 | AID 892 | Potency, µM (highest dose often 76.9 µM), for inactives: at the highest dose activity change, negative = inhibition, most hits filed as inhibitors | 75,000 tested, 0.03% active | BRCT-phosphopeptide binding, red fluorescence polarization; also: % is scaled to controls: 0 for no effect and ±100 for the full control effect
Target sequence (P38398 whole entry, looked up): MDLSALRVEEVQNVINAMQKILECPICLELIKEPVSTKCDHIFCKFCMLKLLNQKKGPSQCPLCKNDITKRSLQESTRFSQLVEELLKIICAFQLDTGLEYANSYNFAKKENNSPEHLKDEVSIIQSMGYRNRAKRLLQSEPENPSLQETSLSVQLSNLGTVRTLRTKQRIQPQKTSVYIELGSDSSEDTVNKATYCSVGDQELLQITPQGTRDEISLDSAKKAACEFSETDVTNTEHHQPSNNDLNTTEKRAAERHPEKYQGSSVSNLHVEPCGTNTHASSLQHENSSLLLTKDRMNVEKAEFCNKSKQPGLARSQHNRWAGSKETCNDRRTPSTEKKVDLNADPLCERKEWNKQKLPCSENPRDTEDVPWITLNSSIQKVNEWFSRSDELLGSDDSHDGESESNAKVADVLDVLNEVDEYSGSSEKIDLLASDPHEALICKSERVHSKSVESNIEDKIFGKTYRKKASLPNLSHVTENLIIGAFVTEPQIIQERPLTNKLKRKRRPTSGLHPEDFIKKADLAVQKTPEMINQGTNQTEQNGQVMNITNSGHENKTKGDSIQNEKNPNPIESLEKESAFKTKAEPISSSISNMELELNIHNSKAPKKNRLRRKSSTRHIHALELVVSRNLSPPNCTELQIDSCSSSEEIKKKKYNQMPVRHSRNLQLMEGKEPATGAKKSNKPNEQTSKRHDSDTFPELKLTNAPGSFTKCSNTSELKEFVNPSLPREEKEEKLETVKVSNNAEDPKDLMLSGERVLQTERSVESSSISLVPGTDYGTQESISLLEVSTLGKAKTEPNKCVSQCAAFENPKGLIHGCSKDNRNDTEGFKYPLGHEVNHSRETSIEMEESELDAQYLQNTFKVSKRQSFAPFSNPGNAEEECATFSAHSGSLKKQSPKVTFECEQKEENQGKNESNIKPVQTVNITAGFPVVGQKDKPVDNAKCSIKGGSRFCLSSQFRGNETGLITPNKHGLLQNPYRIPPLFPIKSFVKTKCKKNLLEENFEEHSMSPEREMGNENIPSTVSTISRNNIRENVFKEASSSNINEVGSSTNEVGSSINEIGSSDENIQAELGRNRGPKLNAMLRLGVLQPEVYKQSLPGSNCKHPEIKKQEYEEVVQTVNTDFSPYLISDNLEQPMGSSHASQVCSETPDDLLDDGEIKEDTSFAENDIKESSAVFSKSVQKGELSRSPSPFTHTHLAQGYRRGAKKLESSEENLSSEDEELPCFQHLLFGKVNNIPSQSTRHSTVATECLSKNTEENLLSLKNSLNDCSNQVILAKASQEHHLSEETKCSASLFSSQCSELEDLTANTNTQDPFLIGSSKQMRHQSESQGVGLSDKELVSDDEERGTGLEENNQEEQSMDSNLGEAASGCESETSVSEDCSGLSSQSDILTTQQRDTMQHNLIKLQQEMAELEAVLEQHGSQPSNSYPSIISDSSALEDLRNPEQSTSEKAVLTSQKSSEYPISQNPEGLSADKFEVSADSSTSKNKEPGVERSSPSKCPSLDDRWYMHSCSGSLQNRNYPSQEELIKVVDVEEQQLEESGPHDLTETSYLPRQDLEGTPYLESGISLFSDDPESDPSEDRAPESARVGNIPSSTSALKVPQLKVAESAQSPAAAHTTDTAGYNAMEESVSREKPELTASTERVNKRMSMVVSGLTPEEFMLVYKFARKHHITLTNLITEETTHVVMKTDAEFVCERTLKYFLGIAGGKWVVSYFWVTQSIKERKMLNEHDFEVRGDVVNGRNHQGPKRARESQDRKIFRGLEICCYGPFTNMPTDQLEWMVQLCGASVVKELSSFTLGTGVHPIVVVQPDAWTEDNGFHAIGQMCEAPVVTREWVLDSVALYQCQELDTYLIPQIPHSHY
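Fluorescence polarization: 100 nM His-tagged BRCA1 BRCT with 100 nM TAMRA-labelled phospho-BACH1 decapeptide, phosphate buffer pH 7.3 with 150 mM NaCl, DTT, 0.01% Tween 20; 12 min RT. Binding inhibition seen as FP decrease.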
A350 autofl: A350 region autofluorescence; Compound autofluorescence, 340/450 nm, Alexa 350 dye-equivalents; hits give high values; max dye-equivalent concentration, M; 59,000 tested, 11% active; in the data active = max dye-equivalent concentration above about 10 nM; inconclusive = mostly about 1.1 nM to 9.6 nM
Hsp90 Hop PPI: changes Hsp90-Hop TPR2A binding signal, up or down; AID 595; 71,000 tested, 0.44% active; AlphaScreen TPR2A-His6 binding biotin-Hsp90 C-terminal peptide; Potency, µM (highest dose often 57 µM), inactives show at the highest dose activity change, negative = inhibition; active = well fitted curve in either direction with a large enough effect; inconclusive = small, poorly fitted or top-dose-only effect, or another doubt; also: potency is read from the fitted curve at half-maximal effect; % is scaled to controls: 0 for no effect and ±100 for the full control effect; many of its hits are not listed in these tables
BRCT inh green: BRCA1 BRCT-phosphoprotein interaction inhibition. BRCA1 BRCT-phosphopeptide binding, green fluorescence polarization. Potency, µM (series often up to 76.9 µM), for inactives: at the highest dose activity change, negative = inhibition, actives largely listed as inhibitors. 75,000 tested, 0.05% active. AID 875;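 also: potency is read from the fitted curve at half-maximal effect; plate controls were peptide without protein for full effect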
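Compounds were incubated for 12 min at room temperature with a complex of 100 nM fluorescein-tagged pBACH1 decapeptide and 250 nM His-tagged BRCT protein. Buffer was phosphate pH 7.3 with EDTA, DTT and Tween 20. Disruption of binding lowers the polarization signal.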
CRE-bla Fsk: modulators of forskolin-stimulated CRE signaling in CHO cells; CHO CRE-bla reporter (cAMP response element driving beta-lactamase), forskolin EC10, beta-lactamase ratio; Potency, µM (series often up to 38.2 µM), for inactives: at the highest dose activity change, negative = inhibition, usual class: activators; 71,000 tested, 2.5% active; AID 662; active = well fitted activation curve with a large enough effect in the signal ratio, with a control signal flat, not every such curve was filed as active; inconclusive = small, poorly fitted or top-dose-only effect, or effect the other way, or a change in a side signal; the % refers to the signal ratio; also: potency is read from the fitted curve at half-maximal effect; % of control where 0% means no effect
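CRE-bla CHO reporter cells treated with compound titration plus EC10 NKH 477 (water-soluble forskolin), incubated 3 h at 37 °C; CCF4 loading 2 h at room temperature, 460/530 nm emission ratio read, AC50 values derived for positive or negative modulators.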
HBB splicing: hemoglobin beta splicing modulation. HBB splicing reporter cell assay, activation; EGFP reporter with mutant IVS2-654 intron; response scale: normalised to 500 nM splice-correcting PNA. Potency, µM (doses to about 46.1 µM), for the others: top-dose activation, actives largely listed as activators. 65,000 tested, 0.06% active; also: potency is read from the fitted curve at half-maximal effect; 0% is about no effect
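HeLa cells stably expressing EGFP interrupted by mutant beta-globin intron 2 (IVS2-654), 500/well in 2% FCS. Treated with compound for 2 days at 37C. Splicing correction scored as total well GFP intensity (488 nm excitation, 500-520 nm emission); 500 nM antisense PNA served as control.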
GFP derepression: epigenetic modulators derepressing GFP locus in mouse cells | mouse C127i GFP locus derepression, cytometry, 30 h | Potency, µM (series often up to 46.1 µM), for inactives: at the highest dose GFP derepression (activation) | 68,000 tested, 0.09% active; also: % of control where 0% means no effect
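Murine C127i mammary cells carrying a silenced, stably integrated CMV-driven GFP reporter were treated with compound for 30 hours at 37 C. After PBS washes, GFP-positive cells were counted by laser-scanning microplate cytometry.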
UbGFP stabilizer: inhibits proteasome, raising ubiquitin-GFP reporter fluorescence; 67,000 tested, under 10 active; Ubiquitin-GFP reporter cells, proteasome inhibition, GFP fluorescence; response scale: untreated = 0%, 10 µM MG-132 = 100%; Potency, µM (series often up to 45.9 µM), for inactives: at the top dose activation (GFP accumulation), hits mostly activators; active = well fitted activation curve with a large enough effect, not every such curve was filed as active; inconclusive = small, poorly fitted or top-dose-only effect, or another doubt; inactive = no such curve, though single readings can be large or run the other way; also: potency is read from the fitted curve at half-maximal effect
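U2OS cells stably expressing ubiquitin(G76V)-GFP, seeded overnight in 0.5% FBS medium, were exposed to compounds (qHTS, 46 uM to 2.9 nM) for 4 hr at 37 °C. GFP-positive cells were counted by laser cytometry (488 ex/515 em), normalized between basal and 10 uM MG-132.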
DNA Pol III inh: inhibitors of bacterial DNA polymerase III holoenzyme. reconstituted DNA polymerase III holoenzyme replication, biochemical. Potency, µM (titrated, usually from 57.1 µM), for the others: top-dose activity change, negative = inhibition. 71,000 tested, 0.25% active; also: potency is read from the fitted curve at half-maximal effect; % is scaled to controls: 0 for no effect and ±100 for the full control effect
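Reconstituted *E. coli* holoenzyme (0.35 nM Pol III, 1 nM beta, 154 nM SSB, 2 nM primase) was preincubated with compound for 15 min at RT. Synthesis on 1.4 nM ssM13Gori ran 35 min, then was stopped with PicoGreen/EDTA and read as dsDNA fluorescence.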
ALOX15 inhib: inhibitors of human 15-lipoxygenase (ALOX15). purified 15hLO-1, xylenol orange hydroperoxide absorbance. Potency, µM (series often up to 57.1 µM), inactives show top-dose activity change, negative = inhibition, most hits filed as inhibitors. 74,000 tested, 1.4% active. AID 887; also: potency is read from the fitted curve at half-maximal effect; % is scaled to controls: 0 for no effect and ±100 for the full control effect; nearly all actives have a fitted effect of over 55% in size
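Purified human 15hLO-1 (40 nM final) in 25 mM Hepes pH 7.5, 0.01% Triton X-100 was preincubated with compound 15 min at room temperature, then reacted 6 min with 50 uM arachidonic acid; hydroperoxide detected by Fe-XO, 573/405 nm absorbance ratio.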
4-MU autofl: compound fluoresces in the 4-MU spectral region; compound autofluorescence, 340/450 nm, 4-MU equivalents; hits give high values; 59,000 tested, 11% active; max dye-equivalent concentration, M; in the data active = max dye-equivalent concentration above about 10 nM; inconclusive = mostly about 1.1 nM to 9.6 nM
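Compounds in 100 mM Tris, pH 8.0, incubated 15 min at room temperature, then fluorescence read at 340 nm excitation/450 nm emission. Signal converted to 4-MU dye-equivalent concentration using an on-plate six-point 4-MU standard curve.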
Starred values were filed as active, the others as inactive; i = inactive; ? = inconclusive; nt = no result given; [ ] = another dose, or the depositor's remark. Unless noted, calls follow the shape of the dose curve; as a rule, active = well fitted curve in the direction sought with a large enough effect; inconclusive = small, poorly fitted or top-dose-only effect, or another doubt; inactive = no such curve, though single readings can be large; an effect the other way counts as inactive or inconclusive. No enrichment for hits; overall some 12% were active at least once.

SMILES | BRCT PPI red | A350 autofl | Hsp90 Hop PPI | BRCT inh green | CRE-bla Fsk | HBB splicing | GFP derepression | UbGFP stabilizer | DNA Pol III inh | ALOX15 inhib | 4-MU autofl
CCOC(=O)N1CCN(C(=O)CS(=O)Cc2nc(-c3cccc(C)c3)oc2C)CC1 (configuration not stated) | -0.9% | nt | -2%[2.3 µM] | -2.8% | 1% | -0.5% | nt | -2% | -4% | -2% | nt
NNC(=O)CCc1ccc2ccc3ccccc3c2c1 | 0.0%[15.4 µM] | i | ? | -2.2%[15.4 µM] | -2%[7.6 µM] | 2.9%[9.22 µM] | -4%[9.22 µM] | -8%[9.17 µM] | -10%[11.4 µM] | 12%[11.4 µM] | i
c1cc(CNC2=NCCCCC2)ccn1 | -1.9% | i | 1% | -3.0% | -1% | -0.1%[57.5 µM] | -2% | -1% | 1% | 0% | i
N#Cc1ccc(CSc2nnc(NC(=O)CN3C(=O)C4CC=CCC4C3=O)s2)cc1 (configuration not stated) | -1.8% | i | 3% | -1.6% | 9% | -0.9% | 0% | 17% | 1% | -4% | i
Cc1ccccc1CN1CCNC1=O | -1.1% | ? | -3% | -1.3% | ? | 1.1%[0.369 µM] | 0% | nt | 2% | 7% | ?
Clc1ccc(-c2nc3nc4ccccc4nc3n2Cc2ccco2)cc1 | 0.2% | 2.3e-07M* | -2% | -2.1% | ? | -4.2%[57.5 µM] | 2% | 1% | 2% | -3% | 1.7e-07M*
O=C(Cn1cnc2c(nnn2Cc2ccc(F)cc2)c1=O)NC1CCCC1 | 0.4% | i | 7% | -1.1% | ? | 2.3% | -3% | 0% | 2% | 5% | i
OCCN1CCN(c2nc(-c3ccccc3)nc3c2oc2ccccc23)CC1 | 0.1% | i | -5% | -3.1% | ? | -1.7%[57.5 µM] | 2% | -1% | -28% | 4% | i
COCCn1c(Sc2ccccc2)nc2c1c(=O)[nH]c(=O)n2C | -1.3% | i | -4% | -0.8% | ? | 11%[0.369 µM] | 2% | 2% | 2% | -7% | i
CN(C)C(=O)c1ccc(-c2cc(NCc3cccs3)ncn2)cc1 | -1.4% | i | -6% | -2.3% | 8% | 0.9% | 2%[9.22 µM] | -14% | -6% | 0% | i
CCCc1cc(Nc2cccc(OC)c2)n2ncnc2n1 | 0.4% | ? | -10% | -1.5% | ? | -0.5% | -1% | 0% | -12% | 6% | i
Cn1nnc(C(O)CN2CCOCC2)n1 (configuration not stated) | -0.3% | ? | 4% | -2.2% | 1% | nt | 0% | -5% | -5% | 5% | ?
COc1ccc(S(=O)(=O)N2CCN(C(=O)c3cccc(Cl)c3)CC2)cc1 | -1.6% | i | -8% | 1.3% | 14% | -0.8% | -3% | -3% | -3% | 1% | i
COCc1nnc(NC(=O)c2ccc(S(=O)(=O)N(C)c3ccccc3)cc2)o1 | -1.1% | nt | ? | -5.4% | 4% | -0.7% | 0% | -6% | 0% | 39%[activator] | nt
Nc1nc2n(n1)C(c1ccco1)CC(c1ccc(Cl)cc1Cl)N2 (configuration not stated) | -0.3% | i | -12% | 2.2% | 4% | nt | 0% | 2% | -5% | 31%[activator] | i
Nc1c(C(=O)NCC2CCCO2)c2nc3ccccc3nc2n1-c1ccccc1 (configuration not stated) | -0.7% | 4.5e-06M* | ? | 0.8% | 13µM* | -0.9% | -3% | 8% | 1% | -2% | 3e-06M*
CSC1=NCCN1C(=O)c1ccco1 | -2.4% | nt | 0% | -2.8% | 9% | -0.3% | -5% | 0% | -1% | -1% | nt
CN1/C(=C\P(=O)(N(C)C)N(C)C)C(C)(C)c2ccccc21 | 16% | i | -5% | 27% | ? | -0.6% | -1% | -1% | 0% | -1% | i
COCCCn1c(SCC(N)=O)nnc1-c1ccccc1 | -1.5% | i | 0% | 0.8% | -3% | nt | 0% | 1% | -7% | 1% | i
O=c1c(-c2ccccc2)n[nH]c2ccccc12 | -1.2% | 1.4e-08M* | -3% | -0.6% | 16% | 1.6% | -3% | 4% | -8% | -4% | 1.4e-08M*
COc1ccc(CCNC(=O)c2sc(=S)n(C)c2N)cc1 | -2.4% | 9.5e-08M* | -6% | -4.4% | ? | 1.2%[57.5 µM] | 0% | 6% | -2% | 0% | 6.9e-08M*
O=C(NCc1cccnc1)c1c(F)c(F)c(F)c(F)c1F | 0.1% | i | -5% | -3.5% | -3% | 2.7% | -4% | -4% | -3% | 10% | i
CCOCCCNCc1cccc(OC)c1 | 0.0% | i | -5% | -5.4% | -9% | 2.0%[0.369 µM] | 2% | 3% | -9% | 3% | i
CC(=O)Nc1ccc(Cc2ccncc2)cc1 | 0.1% | i | 0% | -0.7% | -3% | 0.7% | 0% | -1% | 4% | 0% | i

Four compounds drawn at random from the list so far, as already listed:
SMILES | BRCT PPI red | A350 autofl | Hsp90 Hop PPI | BRCT inh green | CRE-bla Fsk | HBB splicing | GFP derepression | UbGFP stabilizer | DNA Pol III inh | ALOX15 inhib | 4-MU autofl
COCc1nnc(NC(=O)c2ccc(S(=O)(=O)N(C)c3ccccc3)cc2)o1 | -1.1% | nt | ? | -5.4% | 4% | -0.7% | 0% | -6% | 0% | 39%[activator] | nt
COc1ccc(CCNC(=O)c2sc(=S)n(C)c2N)cc1 | -2.4% | 9.5e-08M* | -6% | -4.4% | ? | 1.2%[57.5 µM] | 0% | 6% | -2% | 0% | 6.9e-08M*
CC(=O)Nc1ccc(Cc2ccncc2)cc1 | 0.1% | i | 0% | -0.7% | -3% | 0.7% | 0% | -1% | 4% | 0% | i
CCOCCCNCc1cccc(OC)c1 | 0.0% | i | -5% | -5.4% | -9% | 2.0%[0.369 µM] | 2% | 3% | -9% | 3% | i

Additional records follow:
SMILES | BRCT PPI red | A350 autofl | Hsp90 Hop PPI | BRCT inh green | CRE-bla Fsk | HBB splicing | GFP derepression | UbGFP stabilizer | DNA Pol III inh | ALOX15 inhib | 4-MU autofl
Cc1[nH]nc(N=CC2=C(O)CC(C)(C)CC2=O)c1-c1ccccc1 | 0.4% | 1.4e-08M* | -2% | -0.9% | -9% | 1.0%[57.5 µM] | -3% | 1% | 0% | 2% | 1.2e-08M*
Cn1c(=O)c2c(nc(SCC(=O)NCc3ccc4c(c3)OCO4)n2Cc2ccccc2)n(C)c1=O | 0.1% | i | -1% | 1.1% | -2% | -0.5%[57.5 µM] | 3% | 3% | -4% | 6% | i
CC1=C(C(=O)OCC2CCCO2)C(c2ccccc2)NC(=O)N1 (configuration not stated) | 1.2% | nt | -6%[11 µM] | 0.6% | ? | 0.1%[0.0738 µM] | -2% | 12%[9.17 µM] | 0%[11.4 µM] | 0%[11.4 µM] | nt
CC(C)CCN1CCNC(=O)C1CC(=O)Nc1ccc(F)cc1 (configuration not stated) | 0.7% | ? | -2% | 1.2% | 10% | -0.8%[0.369 µM] | -2% | -3% | -6% | 6% | i
CCCNC(=O)c1cc(-c2ccco2)on1 | 1.2% | i | -6% | -1.5% | -11% | -1.0% | 19% | -10% | 2% | -1% | i
CCN(CC)CCCNc1nc2ccccc2[nH]1 | -3.7% | nt | 2% | -0.7% | ? | 0.7% | nt | 6% | 1% | -20% | nt
O=C(c1ccccc1C(=O)N1CCN(c2ccc(F)cc2)CC1)N1CCN(c2ccc(F)cc2)CC1 | -1.9% | i | -8% | 2.0% | ? | 2.6% | -2% | 4% | 1% | -10% | i
CCOC(=O)CNS(=O)(=O)c1c(C)noc1C | -1.2% | i | 0% | -0.3% | ? | 0.8% | 1% | 3% | -2% | 4% | i
CCn1cc(C(=O)OCC(=O)NCc2ccc3c(c2)OCO3)c(=O)c2ccc(C)nc21 | -1.6% | i | -1% | 0.5% | 21% | -0.2%[57.5 µM] | -2% | -4% | -6% | 3% | i
C=CCn1c(SCC(=O)c2ccc(OC)cc2)nnc1-c1cc2cccc(OC)c2o1 | -0.4% | i | 0% | -0.4% | 17% | -0.4% | -5% | -4% | -6% | -8% | i
COCCn1c(=S)[nH]c2cc(C(=O)NCC3CCCO3)ccc2c1=O (configuration not stated) | -0.8% | ? | 0% | -3.3% | ? | 1.6%[0.369 µM] | -2% | nt | 2% | 3% | ?

Assay outcomes as filed in PubChem BioAssay.
